ALOX12 inh: blocks human arachidonate 12S-lipoxygenase | actives 1.1% (n = 580,000) | P18054 | purified 12hLO, xylenol orange hydroperoxide absorbance | Potency, µM (series often up to 108 µM), for the others: at the highest dose activity change, negative = inhibition, hits mostly inhibitors; note: potency is the fitted concentration of half-maximal effect; % is set by controls: 0 for no effect and ±100 for the full control effect
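Hydroperoxide product was detected by ferrous iron/xylenol orange as the 573 to 405 nm absorbance ratio. Arachidonic acid at 40 uM (final) was turned over for 30 min at room temperature by 150 nM human 12hLO, pH 7.0 Hepes buffer, after 15 min compound preincubation.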
HP1b chromo inh: blocks HP1-beta chromodomain binding to methylated histone tails | actives 0.56% (n = 390,000) | Potency, µM (titrated, usually from 114 µM), without a hit: top-dose activity change, negative = inhibition, usual class: inhibitors | P83916 | AlphaScreen HP1-beta / biotin-H3K9me3 peptide binding; note: potency is the fitted concentration of half-maximal effect; nearly all actives have a fitted effect of over 70% in size; inactives centre near 23
Target sequence (P83916 whole entry, looked up): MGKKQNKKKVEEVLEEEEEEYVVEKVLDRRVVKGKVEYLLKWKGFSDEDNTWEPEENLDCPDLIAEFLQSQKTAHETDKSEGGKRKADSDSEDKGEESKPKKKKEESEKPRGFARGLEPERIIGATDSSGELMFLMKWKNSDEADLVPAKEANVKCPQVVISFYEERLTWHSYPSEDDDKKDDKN
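Compound inhibition of the preformed complex between 50 nM HP1-beta and 50 nM biotinylated H3K9me3 peptide was read by AlphaScreen. Buffer was PBS pH 7.4 with 0.01% Tween-20. Incubations ran 30 min at room temperature, with 10 ug/mL donor/acceptor beads.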
RGS4 inh: inhibitors of human regulator of G protein signaling 4 | actives 0.039% (n = 390,000) | Transcreener GDP fluorescence polarization, RGS4-accelerated GTP hydrolysis | P49798 | Potency, µM (series often up to 114 µM), without a hit: at the highest dose activity change, negative = inhibition, most hits filed as inhibitors | AID 504845; note: potency is the fitted concentration of half-maximal effect; % is set by controls: 0 for no effect and ±100 for the full control effect; nearly all actives have a fitted effect of over 75% in size; some results filed as inactive show a strong effect at the top dose
Target sequence (P49798 whole entry, looked up): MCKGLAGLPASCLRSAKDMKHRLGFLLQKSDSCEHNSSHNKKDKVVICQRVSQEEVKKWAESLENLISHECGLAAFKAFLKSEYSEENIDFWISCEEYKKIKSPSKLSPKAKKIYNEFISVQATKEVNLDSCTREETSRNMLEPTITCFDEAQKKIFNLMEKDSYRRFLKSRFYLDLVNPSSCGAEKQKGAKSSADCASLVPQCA
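MLSMR compounds (23 nl, pin-transferred) preincubated 10 min at room temperature with a 500nM (2x) first reagent, then RGS4 at 900nM (2x) plus Transcreener GDP mix added; fluorescence polarization (620/688 nm) read before and after 90 min at 30 °C.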
PI4K2A block: blocks human PI4K2A kinase activity; AID 1346378; activity change, negative = inhibition, % at 76.9 µM; Q9BTU6; purified PI4K2A, ADP-Glo luminescence, 1 h; active compounds read low; actives 0.13% (n = 420,000); in the data active = activity change below about -50%; inconclusive = mostly about -30% to -49%;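 note: -100% = wells without enzyme as full effect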
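ADP-Glo luminescence measured ADP generated by PI4K2A enzyme (4 ug/mL before mixing) with 1.2 mM PI substrate (pre-mix) and 300 microM ATP (pre-mix). Tris pH7.5 buffer with MgCl2, Triton X-100; 1 h reaction at ambient temperature.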
ERG-DNA inh: inhibitors of human ERG Ets domain-DNA interaction; P11308; fluorescence polarization, His-ERG Ets domain / labelled DNA; Potency, µM (doses to about 76.9 µM), for inactives: top-dose FP activity, negative = inhibition, hits mostly inhibitors; actives 0.028% (n = 370,000); active = well fitted inhibition curve with a large enough effect in the polarisation, with a control signal flat; inconclusive = small, poorly fitted or top-dose-only effect, or effect the other way, or a change in a side signal; inactive = no such curve, though single readings can be large or run the other way; the % refers to the polarisation;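 note: polarization taken with two DNA probes labelled with fluorescein and Texas red; potency is the fitted concentration of half-maximal effect; % of control where 0% means no effect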
Target sequence (P11308 whole entry, looked up, the tested form may be a part): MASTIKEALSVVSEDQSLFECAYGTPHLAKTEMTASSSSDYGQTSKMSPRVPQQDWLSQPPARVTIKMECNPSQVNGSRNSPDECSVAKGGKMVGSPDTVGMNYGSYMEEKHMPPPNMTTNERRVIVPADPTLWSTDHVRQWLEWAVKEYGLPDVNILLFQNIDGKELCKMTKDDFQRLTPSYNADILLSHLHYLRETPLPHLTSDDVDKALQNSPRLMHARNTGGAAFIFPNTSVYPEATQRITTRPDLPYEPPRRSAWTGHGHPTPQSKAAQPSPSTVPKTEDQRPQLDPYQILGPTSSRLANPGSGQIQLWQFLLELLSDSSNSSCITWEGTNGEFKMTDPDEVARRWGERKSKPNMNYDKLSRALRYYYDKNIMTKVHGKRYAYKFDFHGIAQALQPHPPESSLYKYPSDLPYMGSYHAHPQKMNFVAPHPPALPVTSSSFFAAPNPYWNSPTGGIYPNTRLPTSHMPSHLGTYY
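His-tagged ERG Ets domain (1 uM in the protein solution; 300mM KCl, 50mM Tris-HCl, 1mM EDTA, 1mM DTT, pH 7.5) received compound, then a probe mix of 5 nM fluorescein-DNA and 100nM Texas-615-DNA. Fluorescence polarization was read for both dyes.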
BAZ2B inh: BAZ2B (human) inhibition. AlphaScreen BAZ2B-H3K14Ac peptide displacement. Potency, µM (doses to about 114 µM), inactives show at the top dose activity change, negative = inhibition, actives largely listed as inhibitors. actives 4.4% (n = 360,000); note: potency is the fitted concentration of half-maximal effect; % is set by controls: 0 for no effect and ±100 for the full control effect; nearly all actives have a fitted effect of over 60% in size
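Inhibition is scored as reduced AlphaScreen emission. The BAZ2B/b-H3(5-23)K14Ac complex (50 nM each) in PBS pH 7.4, 0.01% Tween-20 meets compound (up to 110 uM) for 30 min at RT before bead addition.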
JMJD2A Tudor: blocks the human JMJD2A Tudor domain | O75164 | actives 4.4% (n = 390,000) | AlphaScreen JMJD2A-Tudor / H3K4me3 peptide binding | AID 504339 | Potency, µM (titrated, usually from 114 µM), without a hit: top-dose activity change, negative = inhibition, hits mostly inhibitors; note: potency is the fitted concentration of half-maximal effect; % is set by controls: 0 for no effect and ±100 for the full control effect; nearly all actives have a fitted effect of over 50% in size
GLS inh: glutaminase GLS (human) inhibition; O94925; GLS enzymatic activity, qHTS titration; Potency, µM (doses to about 45.5 µM), for the others: at the highest dose activity change, negative = inhibition, hits mostly inhibitors; actives 0.21% (n = 410,000); note: potency is the fitted concentration of half-maximal effect; % is set by controls: 0 for no effect and ±100 for the full control effect
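Two-point fluorescence kinetic (t0, 30 min RT) for hKGA; glutamate detected via glutamate oxidase–HRP–Amplex Red. Substrate: 1 mM L-glutamine solution; buffer 45 mM KH2PO4, pH 8.2.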
G9a inh: inhibitors of human histone lysine methyltransferase G9a. Q96KQ7. G9a H3K9 monomethylation, AlphaScreen, 2 h. Potency, µM (titrated, usually from 102 µM), for inactives: at the top dose activity, negative = inhibition, most hits filed as inhibitors. actives 8.8% (n = 350,000). AID 504332; note: potency is the fitted concentration of half-maximal effect; % is set by controls: 0 for no effect and ±100 for the full control effect; nearly all actives have a fitted effect of over 75% in size
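AlphaScreen read-out: biotin-H3K9 peptide (500 nM) methylation by 20 nM enzyme with 20 uM SAM, 2 h at room temperature after 15 min compound preincubation; anti-monomethyl H3K9 antibody plus donor/acceptor beads, 10 min dark.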
The depositor's hits bear a star; ? = inconclusive; . = no result given; & = joins results of further samples; [ ] = dose if it differs, or a comment. Unless noted, calls come from the whole dose curve; as a rule, active = well fitted curve in the direction sought with a large enough effect; inconclusive = small, poorly fitted or top-dose-only effect, or another doubt; inactive = no such curve, though single readings can be large; an effect the other way counts as inactive or inconclusive.

1: CSCCC(=O)N1CCCC(CNC(=O)c2ccccc2Cl)C1 (stereo unspecified)
2: COc1cccc(NC(=O)Nc2ccc(Cc3ccncc3)cc2)c1
3: Cc1cc(C(C)(C)C)ccc1OCC(=O)N/N=C\c1c(C)n(C)n(-c2ccccc2)c1=O
4: COc1cccc(/C=C/C(=C2/C(=O)N(c3ccccc3)N=C2C)c2ccc(Br)cc2)c1OC
5: COC(=O)c1cc(S(=O)(=O)NCC2CCN(Cc3cccc(F)c3)CC2)cn1C
6: CC(C)c1ccc(S(=O)(=O)c2n[nH]n3c2nc(=O)c2ccccc23)cc1
7: COc1cc(C(=O)Oc2ccc(Br)cc2C(=S)N2CCOCC2)cc(OC)c1OC
8: COc1ccc(-c2c3c(=O)n(C)c(=O)n(C)c3cn2Cc2cccnc2)cc1
9: COc1ccc(C(=O)NCC(=O)Nc2cccc(S(=O)(=O)N3CCCC3)c2)cc1
10: Cc1ccc(S(=O)(=O)NC(=O)Nc2cc(C(C)(C)C)on2)cc1
entry no.	1	2	3	4	5	6	7	8	9	10
RGS4 inh	32%	0%	-6%	15%	-3%[56.9 µM]	3%	?	-36%	-35%	11%
GLS inh	-16%	-1%	3%	-7%	-2%&-13%	5%	6%	-12%	5%	5%
BAZ2B inh	-8%	-38%	-13%	1.3µM*	-21%&-3%	-3%	-30%	-8%	.	3%
G9a inh	.	9%[59 µM]	6%	?	-1%	-6%[59 µM]	10µM*	10µM*	.	.
JMJD2A Tudor	-10%	-24%	-15%	-31%	-18%&-22%	-26%	-36%	-9%	-17%	-2%
HP1b chromo inh	27%	9%	35%	-21%	29%&9%	22%	?	47%[activator]	13%	19%
ALOX12 inh	-4%	-4%	?	.	-3%&-12%	3%	?	-13%	-17%	112%[activator]
ERG-DNA inh	5%	1%	-3%	0%	0%&2%	8%	-4%	-9%	-17%	6%
PI4K2A block	-2	6	4	3	8&2	4	1	7	0	5

11: COc1ccccc1NS(=O)(=O)c1cccc(C(=O)NCC2(N3CCCCC3)CCCCC2)c1
12: CN1CCN(NC(=S)NC(C)(C)CC(C)(C)C)CC1
13: CCC(=O)c1ccc(OCC(=O)OCC(=O)N(CCC#N)c2ccc3c(c2)OCCO3)cc1
14: CCOC(=O)N1CCC(N2Cc3cccc(C(=O)Nc4ccc(CC)cc4)c3C2=O)CC1
15: CCOC(=O)c1cc(-c2ccccc2)n[nH]1
16: CC1(C)CCCN(C(=O)N2c3ccccc3Sc3ccccc32)C1
17: CCOc1ccc(CCn2c(-c3ccco3)nc3ccccc3c2=O)cc1OCC
18: COC(=O)c1cccc(N2C(=O)C3CC=CCC3C2=O)c1 (stereo unspecified)
19: Cc1ccc(S(=O)(=O)/N=C(/c2ccc(F)cc2)N2CCOCC2)cc1
20: N#Cc1cc(N)c(Nc2ccccc2)cc1C#N
entry no.	11	12	13	14	15	16	17	18	19	20
RGS4 inh	-18%	20%	-14%	3%[56.9 µM]	-5%	-31%	8%	-2%	1%	-17%
GLS inh	19%	-2%	3%	12%	-1%	7%	-6%	-9%	2%	-5%
BAZ2B inh	.	-12%	.	-2%	0%	-4%[57.1 µM]	?	6%	-10%	5%
G9a inh	.	0%	.	?	0%	20%	?	17%[59 µM]	12%	7%
JMJD2A Tudor	-10%	-22%	-9%	-18%[57.1 µM]	-2%	12%	-23%	1%	-2%	13%
HP1b chromo inh	21%	-3%	27%[57 µM]	34%	37%	35%	6%	29%	38%	45%
ALOX12 inh	-20%	-5%	-9%	0%	376%[activator]	0%	-9%	0%	56%[activator]	14%
ERG-DNA inh	-24%	6%	-2%	1%	2%	0%	5%	-2%	-12%	4%
PI4K2A block	-1	-10	27	2	-3	0	-1	3	-2	-5

A second format for some results above:
(15) CCOC(=O)c1cc(-c2ccccc2)n[nH]1
  RGS4 inh: -5%; GLS inh: -1%; BAZ2B inh: 0%; G9a inh: 0%; JMJD2A Tudor: -2%; HP1b chromo inh: 37%; ALOX12 inh: 376%[activator]; ERG-DNA inh: 2%; PI4K2A block: -3
(18) COC(=O)c1cccc(N2C(=O)C3CC=CCC3C2=O)c1 (stereo unspecified)
  RGS4 inh: -2%; GLS inh: -9%; BAZ2B inh: 6%; G9a inh: 17%[59 µM]; JMJD2A Tudor: 1%; HP1b chromo inh: 29%; ALOX12 inh: 0%; ERG-DNA inh: -2%; PI4K2A block: 3
(13) CCC(=O)c1ccc(OCC(=O)OCC(=O)N(CCC#N)c2ccc3c(c2)OCCO3)cc1
  RGS4 inh: -14%; GLS inh: 3%; BAZ2B inh: .; G9a inh: .; JMJD2A Tudor: -9%; HP1b chromo inh: 27%[57 µM]; ALOX12 inh: -9%; ERG-DNA inh: -2%; PI4K2A block: 27
(16) CC1(C)CCCN(C(=O)N2c3ccccc3Sc3ccccc32)C1
  RGS4 inh: -31%; GLS inh: 7%; BAZ2B inh: -4%[57.1 µM]; G9a inh: 20%; JMJD2A Tudor: 12%; HP1b chromo inh: 35%; ALOX12 inh: 0%; ERG-DNA inh: 0%; PI4K2A block: 0

Additional compounds follow:
21: CN1CCc2nc(SCc3ccc(C(C)(C)C)cc3)c(C#N)cc2C1
22: CCOCCn1c(SC)nc2c1c(=O)[nH]c(=O)n2C
23: CCN1CCN(C(=S)Nc2ccc3nc4n(c(=O)c3c2)CCCCC4)CC1
24: COc1ccc(NC(=O)C2C(=O)N(C)C3(C)CC2c2ccccc2O3)cc1 (stereo unspecified)
25: Cn1cc(CCNC(=O)CC2C(=O)NCCN2CC(c2ccccc2)c2ccccc2)cn1 (stereo unspecified)
26: CCCCc1cc2c(s1)CCCC/C2=N/O
27: CC(C)NC(=O)N(C)C[C@H]1Oc2c(NC(=O)Nc3ccc(C(F)(F)F)cc3)cccc2C(=O)N([C@H](C)CO)C[C@@H]1C
28: NS(=O)(=O)c1ccc(CCNC(=O)c2nc(SCc3ccccc3F)ncc2Cl)cc1
29: CCCCCCC(C)n1[nH]c(=O)c2c(C)cc(=O)[nH]c21 (stereo unspecified)
30: COc1ccc(OCC(=O)Nc2ccc(N3CCN(Cc4ccccc4F)CC3)cc2)cc1
entry no.	21	22	23	24	25	26	27	28	29	30
RGS4 inh	-29%	?	-7%	3%	-27%[56.9 µM]	-18%	22%	2%	-7%	4%
GLS inh	6%	0%	2%	7%	-2%	12%	-4%	2%	-11%	7%
BAZ2B inh	?	13%	-8%	6%	-7%	27%	.	-2%	1%	1%
G9a inh	?	?	45µM*	4%	13µM*	4%	.	4%[59 µM]	7%[12.7 µM]	0%
JMJD2A Tudor	-33%	89µM*	-6%	-18%	-35%	4%	-19%	-14%	-13%	-9%
HP1b chromo inh	19%	?	50%[activator]	26%	57%[activator]	37%	28%	28%	36%	15%
ALOX12 inh	-26%	?	-4%	0%	10%	-3%	-15%	-24%	157%[activator][57.4 µM]	0%
ERG-DNA inh	5%	1%	-11%	-2%	-3%	1%	-10%	0%	8%	-2%
PI4K2A block	9	-1	4	-1	4	-4	1	-1	-7	1

31: COc1ccc(OC)c(S(=O)(=O)NCC(c2ccco2)N2CCc3ccccc3C2)c1 (stereo unspecified)
32: COc1cc2nc(C3CCC3)n(NC(=O)c3ccco3)c(=O)c2cc1OC
33: CCOC(=O)CCc1c(C)n(CC)c2cc(-c3ccccc3OC)nn2c1=O
34: COc1ccc(CC(=O)Nc2ccc(F)c(F)c2F)cc1S(=O)(=O)N1CCOCC1
35: Cc1cccc(NC(=O)Cn2nc(-c3cccs3)ccc2=O)c1C
36: Cc1ccc(Nc2ncnc3c2nc2n3CCCC2)c(Br)c1
37: CCOC(=O)c1c(S(=O)(=O)NCC(=O)Nc2cc(C)ccn2)c(C)n(C)c1C
38: Cn1c(=O)c2c(nc(N3CCOCC3)n2Cc2ccc(Br)cc2)n(C)c1=O
39: CCCCN1C=C(C(=O)c2ccccc2)C(=O)CC1
40: COc1ccc(N2CCN(c3ccnc4cc(Cl)ccc34)CC2)cc1
41: COc1ccc(N(C)C(=O)C2CCN(S(=O)(=O)c3cccc4nonc34)CC2)c(OC)c1
entry no.	31	32	33	34	35	36	37	38	39	40	41
RGS4 inh	-26%	8%	3%	7%	3%	19%	7%	-3%	15%	8%	13%
GLS inh	-9%	16%	14%	-5%	-12%	-9%	-3%	1%	4%	26%	-1%
BAZ2B inh	-24%	-23%	9%	6%	-1%	-1%	-15%	-8%	.	40µM*	-11%
G9a inh	-6%[2.33 µM]	2%	27%	-4%[2.33 µM]	10%	-10%[59 µM]	.	-38%[59 µM]	.	32µM*	?
JMJD2A Tudor	-19%	-13%	-5%	-5%	5%	-9%	-12%	-12%	-15%	35µM*	-13%
HP1b chromo inh	15%	6%	19%	25%	18%	31%	26%	31%	42%	40µM*	6%
ALOX12 inh	?	1%	-23%	-11%	2%	-15%	-1%	9%	2%	-23%	0%
ERG-DNA inh	-17%	9%	-6%	2%	-7%	6%	13%	8%	12%	1%	11%
PI4K2A block	6	-2	3	3	1	-8	0	-1	-10	-3	2

Not all compounds are listed; rates above refer to the full screens.
